TRb-SRC2 inh: qHTS for Inhibitors of the Interaction of Thyroid Hormone Receptor and Steroid Receptor Coregulator 2; Thyroid hormone receptor beta (Homo sapiens), P10828; TRbeta-SRC2 peptide binding, fluorescence polarization; receptor liganded with 1 µM T3; Potency, µM (top dose mostly 106 µM), for the others: at the highest dose activity change, negative = inhibition, hits mostly inhibitors; actives 0.065% (n = 280,000);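 note: plate controls were bound peptide for no effect and peptide without receptor for full effect; nearly all actives have a fitted effect of over 50% in size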
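Read-out is fluorescence polarization (555 nm excitation, 632 nm emission) of a Texas Red SRC2 coactivator peptide; loss of signal reflects blocked binding to human TRb ligand-binding domain in the presence of 1 uM T3.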
Tau fluor counter: Counterscreen qHTS for Inhibitors of Tau Fibril Formation, Fluorescence Polarization; tau K18 P301L Alexa594 fluorescence, heparin fibrillization; Potency, µM (series often up to 57.7 µM), without a hit: top-dose activity change, negative = decrease; actives 0.93% (n = 280,000); AID 1463, 2008; note: nearly all actives have a fitted effect of over 55% in size
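Human K18 P301L tau (15 uM unlabeled plus 0.24 uM Alexa 594-labeled, final) in 100 mM sodium acetate pH 7 was mixed with compound and 20 uM heparin and incubated 6 hr at 37 C.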
TexasRed fluor: Total Fluorescence Counterscreen for Inhibitors of the Interaction of Thyroid Hormone Receptor and Steroid Receptor Coregulator 2; TRb/SRC2 Texas Red total fluorescence interference; Potency, µM (series often up to 106 µM), inactives show at the top dose fluorescence change, negative = quenching; actives 0.29% (n = 280,000); AID 1479, 2009; active = well fitted curve in either direction with a large enough effect; inconclusive = small, poorly fitted or top-dose-only effect
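Human TRb ligand-binding domain at 0.6 uM with 20 nM Texas Red SRC2 peptide in Tris buffer containing 1 uM T3 and 5% DMSO, incubated with compound 5 h at ambient temperature. Total fluorescence (555/632 nm) calculated as parallel + 2 × perpendicular.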
aGal spleen mod: qHTS Assay for Inhibitors and Activators of Human alpha-Galactosidase From Spleen Homogenate; Alpha-galactosidase A (Homo sapiens), P06280; human spleen homogenate, 4MU-alpha-Gal fluorescence, 40 min; Potency, µM (top dose mostly 80 µM), for the others: at the top dose activity change, negative = inhibition, usual class: inhibitors; actives 0.008% (n = 240,000);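 note: 0% = enzyme with vehicle and -100% = no enzyme basal signal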
Target sequence (P06280 32-429 limits assumed): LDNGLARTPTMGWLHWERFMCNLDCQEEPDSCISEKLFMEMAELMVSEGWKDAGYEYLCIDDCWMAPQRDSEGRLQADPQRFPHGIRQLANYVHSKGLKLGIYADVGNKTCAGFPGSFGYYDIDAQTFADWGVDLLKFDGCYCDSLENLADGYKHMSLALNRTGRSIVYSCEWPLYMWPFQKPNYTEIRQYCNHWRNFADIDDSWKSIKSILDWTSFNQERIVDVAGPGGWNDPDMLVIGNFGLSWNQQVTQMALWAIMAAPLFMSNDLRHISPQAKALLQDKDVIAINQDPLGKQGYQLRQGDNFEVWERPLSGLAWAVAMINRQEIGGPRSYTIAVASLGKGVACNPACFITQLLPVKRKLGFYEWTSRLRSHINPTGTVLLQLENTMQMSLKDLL
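Spleen homogenate 1 ug + cpd (titration) + 4-MU-alpha-D-galactopyranoside 1 mM; 37C 40 min; 50 mM citrate/phosphate pH 5.0, 0.01% Tween-20; stop pH 10; fluorescence 365/440; AC50 via Hill.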
Tau FP inhib: qHTS for Inhibitors of Tau Fibril Formation, Fluorescence Polarization; Microtubule-associated protein tau (Homo sapiens), P10636; K18 P301L tau heparin fibrillization, Alexa594 FP, 6 h; Potency, µM (top dose mostly 57.7 µM), without a hit: at the top dose activity, negative = inhibition, hits mostly inhibitors; actives 0.39% (n = 280,000); AID 1468, 2008; note: nearly all actives have a fitted effect of over 55% in size
Target sequence (P10636 561-689 P618L limits assumed): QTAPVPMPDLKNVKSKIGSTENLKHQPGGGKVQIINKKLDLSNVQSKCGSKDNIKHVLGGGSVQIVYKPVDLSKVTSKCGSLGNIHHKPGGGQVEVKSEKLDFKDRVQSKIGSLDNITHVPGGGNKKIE
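Compound effects on tau fibrillization are measured by Alexa 594 fluorescence polarization (ex 555, em 632 nm). K18 P301L tau is used at 15 uM with 0.24 uM labeled tracer, and 20 uM heparin induces aggregation over 6 hr at 37 C.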
Tau ThT inhib: qHTS for Inhibitors of Tau Fibril Formation, Thioflavin T Binding | Microtubule-associated protein tau (Homo sapiens), P10636 | recombinant tau K18 P301L (four-repeat tau fragment), heparin-induced fibrillization, ThT fluorescence | Potency, µM (doses to about 57.4 µM), for the others: at the highest dose activity, negative = inhibition, most hits filed as inhibitors | actives 2.1% (n = 270,000) | AID 1460, 2008; note: nearly all actives have a fitted effect of over 55% in size
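Tau K18 P301L fragment (15 uM unlabeled plus 0.24 uM Alexa 594-labeled) in 100 mM sodium acetate pH 7 with compound, fibrillization induced by 20 uM heparin for 6 hr at 37 C. Thioflavin T (30 uM) added, fluorescence read after 1 hr (ex 450, em 510 nm).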
L3MBTL1 block: qHTS Assay for the Inhibitors of L3MBTL1; AlphaScreen L3MBTL1–H3K9me1 peptide binding; Potency, µM (doses to about 57.1 µM), without a hit: top-dose activity, negative = inhibition, usual class: inhibitors; AID 485360, 2010; actives 0.66% (n = 230,000); Lethal(3)malignant brain tumor-like protein 1 (Homo sapiens), Q9Y468; note: nearly all actives have a fitted effect of over 60% in size
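L3MBTL1 (50 nM) pre-complexed 30 min with biotinylated H3(1-15)K9me1 peptide (75 nM), then compounds added for 30 min at room temperature; AlphaScreen streptavidin donor/nickel chelate acceptor beads (10 ug/mL final) read after 30 min dark incubation.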
ALDH1A1 block: qHTS Assay for Inhibitors of Aldehyde Dehydrogenase 1 (ALDH1A1); Purified ALDH1A1, NADH fluorescence, propionaldehyde substrate; Potency, µM (doses to about 75.3 µM), for the others: at the highest dose activity, negative = inhibition, actives largely listed as inhibitors; actives 7.3% (n = 220,000); AID 1030, 2008; active = well fitted inhibition curve with a large enough effect, not every such curve was filed as active; inconclusive = small, poorly fitted or top-dose-only effect, or another doubt; inactive = no such curve, though single readings can be large or run the other way;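 note: plate controls were no enzyme wells and a reference inhibitor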
Target sequence (P00352 whole entry, looked up): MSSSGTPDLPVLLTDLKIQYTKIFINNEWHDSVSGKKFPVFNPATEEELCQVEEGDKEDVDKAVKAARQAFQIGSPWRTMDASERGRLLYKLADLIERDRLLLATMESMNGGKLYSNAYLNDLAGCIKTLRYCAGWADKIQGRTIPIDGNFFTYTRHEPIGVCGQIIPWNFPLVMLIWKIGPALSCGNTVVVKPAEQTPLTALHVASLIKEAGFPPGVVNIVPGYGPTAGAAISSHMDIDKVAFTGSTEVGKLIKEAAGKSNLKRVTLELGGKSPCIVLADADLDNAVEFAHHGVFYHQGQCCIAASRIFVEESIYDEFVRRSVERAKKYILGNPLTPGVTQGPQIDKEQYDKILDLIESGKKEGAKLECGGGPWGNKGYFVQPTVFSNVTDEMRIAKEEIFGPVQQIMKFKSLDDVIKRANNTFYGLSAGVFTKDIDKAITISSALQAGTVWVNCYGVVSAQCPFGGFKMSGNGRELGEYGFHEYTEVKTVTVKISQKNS
* hit, by the source's call; ? = inconclusive; . = not tested or not shown; & = joins results of further samples; [ ] = remark or other dose. Unless noted, calls come from the whole dose curve; as a rule, active = well fitted curve in the direction sought with a large enough effect; inconclusive = small, poorly fitted or top-dose-only effect, or another doubt; inactive = no such curve, though single readings can be large; an effect the other way counts as inactive or inconclusive. Unless noted, % is set by controls: 0 for no effect and ±100 for the full control effect; potency is the fitted concentration of half-maximal effect.

Fields – TRb-SRC2 inh | Tau fluor counter | TexasRed fluor | aGal spleen mod | Tau FP inhib | Tau ThT inhib | L3MBTL1 block | ALDH1A1 block
- Cc1ccc(C2(CCNS(=O)(=O)c3ccc(C)cc3)CCOC(C(C)C)C2)cc1 (centres undefined)
    3.3% | -8.9% | -0.2% | 5.7% | 6.1% | -8.4% | 7.8% | ?
- O=C(Nc1nnc(S(=O)(=O)N2CCOCC2)s1)c1cccc(F)c1
    -8.4% | ? | -21.3% | . | ? | ? | 4.9% | .
- O=C(Nc1ccccc1Cl)N1CCC2(CC1)Oc1ccccc1C(=O)N2Cc1ccc(F)cc1
    -3.3% | -9.0% | -1.4% | . | 1.6% | 0.1% | . | .
- CSc1nc(NCc2ccco2)c2sc3nc(C(C)C)c4c(c3c2n1)CC(C)(C)OC4
    5.7% | -3.4% | 3.4% | 8.2% | 2.6% | -4.2% | 1.6% | ?
- CCOc1ccc(S(=O)(=O)n2nc(C)cc2C)c2ccccc12
    -7.8% | -8.8% | 1.9% | 1.8% | 2.8% | -1.6% | 11.8% | 8.6%
- CCOc1ccc(C2c3[nH]c4ccccc4c3CCN2C(=O)CCC2CCCC2)cc1 (centres undefined)
    -5.0% | -2.2% | -1.7% | . | -0.8% | -0.8% | . | .
- O=C(COc1ccc(C2SCCS2)cc1)Nc1ccc(Cl)cc1
    -1.0% | -7.5% | -2.6% | -2.9% | -12.7% | . | . | .
- CCC(C)NCCCCOc1ccc(Br)cc1 (centres undefined)
    -4.6% | 1.5% | -2.3% | -8.2% | 5.4% | 0.4% | 6.1% | ?
- CCc1c(C)nc2ncnn2c1N1CCC(C(=O)N2CCN(c3ccccc3)CC2)CC1
    10.7% | 7.5% | -1.7% | -3.2% | 4.0% | -6.5% | 7.0% | 3.4%
- CC(C)(C)CC(C)(C)NC(=S)N1CCN(Cc2ccc3c(c2)OCO3)CC1
    -2.4% | 6.7% | 1.2% | 1.4% | 4.6% | 4.2% | 16.5% | 11.6%
- COc1ccccc1NC(=O)COc1ccc(C(=O)OCC(=O)N2CCCC2=O)cc1OC
    1.8% | -3.7% | -4.7% | -7.5% | 1.1% | -3.8% | 1.7% | 2.6%
- N#CC(C#N)=C/C=C(\Nc1ccc(Cl)cc1)c1ccc(Cl)cc1
    -6.6% | -14.7% | -2.7% | 8.0% | 1.5% | -8.6% | . | .
- Cc1c(Nc2ncnc3c2cnn3-c2ccccc2)c(=O)n(-c2ccccc2)n1C
    -8.9% | -9.6% | -0.8% | -2.7% | -5.8% | -20.2% | -6.2% | 6.2%
- Cc1ccc(/C=N/NC(=O)C[n+]2ccccc2)o1
    1.6% | 10.9% | 1.0% | -3.2% | -0.2% | 3.6% | 17.8% | 1.1%
- C=CCc1cccc(/C=N/NC(=O)CNc2ccccc2)c1O
    -9.1% | ? | 0.4% | -0.1% | ? | 4.4% | . | 3.6%
- CCOC(=O)c1cnc(Nc2nc3ccccc3o2)nc1CSC(=S)N(CC)CC
    0.1% | -12.7% | -0.3% | -0.6% | 10.9% | ? | 1.0% | -13.6%
- CCOC(=O)/C(N=Nc1c(C)n(C)n(-c2ccccc2)c1=O)=C(/O)c1ccccc1
    5.3% | 2.0% | 1.4% | 1.1% | 6.2% | -13.6% | . | -8.3%
- O=C(c1ccccc1)c1ccc(OCCO)cc1
    -5.9% | -5.0% | 0.2% | -4.8% | 0.6% | -9.8% | 8.8% | 3.6%
- Cc1ccc(NC(=O)Cc2noc3ccccc23)c(C)c1
    -10.1% | 1.8% | -4.1% | 0.6% | 5.0% | -7.3% | 4.9% | 0.7%
- CCN(c1ccccc1)c1nnc(NC(=O)Nc2ccc(Br)cc2F)s1
    -0.3% | -5.4% | -1.7% | . | 4.8% | 8.6% | . | .

Next section
Fields – TRb-SRC2 inh | Tau fluor counter | TexasRed fluor | aGal spleen mod | Tau FP inhib | Tau ThT inhib | L3MBTL1 block | ALDH1A1 block
- COc1ccccc1N1CCN(S(=O)(=O)c2cn(C)c(=O)n(C)c2=O)CC1
    0.8% | 4.0% | -1.6% | 2.6% | -3.8% | -1.4% | -3.5% | 0.5%
- O=S(=O)(NCCOc1ccccc1)c1ccc2ccccc2c1
    3.2% | -3.6% | 2.7% | 7.9% | -14.3% | -6.6% | . | 3.8%
- CCN(CC)CCn1c(=N)n(CC(O)COc2ccccc2)c2ccccc21 (centres undefined)
    -0.9% | -6.0% | -1.3% | 3.6% | -0.4% | -6.0% | 9.0% | .
- COc1cc(OC)c(N(C)C(=O)Cn2ncc3c([nH]c4ccccc43)c2=O)cc1Cl
    9.9% | -18.1% | -7.8% | . | -6.6% | -15.6% | . | .
- CCC(C)(C)NC(=O)C(c1ccc(C)cc1)N(CCN1CCOCC1)C(=O)CNC(=O)c1cccs1 (centres undefined)
    1.8% | 6.5%[2.34 µM] | 0.9% | 7.0% | 2.8%[2.34 µM] | 0.4% | 5.4% | 7.2%
- CCc1nnc(NC(=O)c2ccc(S(=O)(=O)N(CC(C)C)CC(C)C)cc2)o1
    2.3% | -8.4% | -0.5% | -0.4% | 9.2% | -8.5% | 146.4%[activator] | 7.5%
- CCOC(=O)c1[nH]c(C)c(C(=O)NCc2ccco2)c1C
    -3.2% | 10.4% | -1.5% | 0.9% | 5.0% | 5.2% | 3.9% | 4.9%
- CC(C)C1COC(c2cccn2Cc2ccccc2Cl)=N1 (centres undefined)
    7.2% | -12.6% | -4.2% | -2.1% | -1.4% | -10.4% | . | -9.1%
- COc1ccccc1N=C(C)C1=C(O)COC1=O
    1.8% | -3.2% | -1.6% | 6.8% | -7.1% | -5.9% | . | -7.0%
- Cc1cc(C)cc(N2CCn3c2nc2c3c(=O)n(C/C=C/c3ccccc3)c(=O)n2C)c1
    3.9% | -9.6% | 5.8% | . | -7.2% | -4.0% | . | .
- Cc1cc(Nc2ccc(F)cc2)nc(N)n1
    3.2% | 3.9% | -5.3% | -1.5% | -4.3% | 7.6% | 0.6% | 12.9%
- O=[N+]([O-])c1ccc(F)cc1OCc1nc(-c2cccs2)no1
    -5.1% | -21.5% | -1.8% | -2.7% | -14.0% | -2.4% | . | ?
- COc1ccc(S(=O)(=O)N2CCC(C(=O)Nc3ccc(Oc4ccccc4)cc3)CC2)cc1
    -4.7% | ? | -2.4% | . | ? | 1.8% | . | .
- CCCCC(CC)CNC(=O)CC1Nc2c3ccccc3nc(=S)n2C1=O (centres undefined)
    -3.6% | -4.6% | -1.5% | 3.3% | -5.0% | -2.2% | . | 13.5%
- CC(=O)N1C2(C=CC1(C)C(=O)NCc1ccccn1)CCCCC2 (centres undefined)
    3.1% | -8.6% | -2.0% | -11.2% | -1.8% | -18.4% | . | ?
- Cc1ccc(-c2ccc(SCC(=O)Nc3ccc4c(c3)OCCO4)nn2)cc1
    2.7% | ? | 6.3% | -4.6% | 2.6% | ? | -3.3% | -2.6%
- NS(=O)(=O)c1cccc(NC(=O)COC(=O)/C(=C/c2cccs2)c2cccs2)c1
    0.4% | ? | -0.4% | 4.5% | -8.8% | ? | -12.4% | -13.0%
- CC12CN(C(=O)c3ccc([N+](=O)[O-])cc3)CC(C)(CN(C(=O)c3ccc([N+](=O)[O-])cc3)C1)C2=O
    5.2% | 1.6% | -0.7% | -5.3% | -3.8% | 1.5% | -3.6% | -4.2%
- CC(=O)Nc1ccc(S(=O)(=O)N2CCC(c3nc4ccccc4[nH]3)CC2)cc1
    6.3% | 7.4% | -6.0% | -0.3% | 3.5% | 9.1% | -0.7% | 3.0%
- CCCc1nc2oc3c(NCc4ccccn4)ncnc3c2c2c1COC(C)(C)C2
    2.5% | 0.1% | -3.4% | 1.7% | -9.1% | 6.1% | -0.8% | ?

Carrying on:
Fields – TRb-SRC2 inh | Tau fluor counter | TexasRed fluor | aGal spleen mod | Tau FP inhib | Tau ThT inhib | L3MBTL1 block | ALDH1A1 block
- COC(=O)c1ccc(S(=O)(=O)N2CCC(c3nc4ccccc4o3)CC2)cc1
    0.4% | -0.7% | -0.3% | 4.7% | -2.2% | -2.2% | . | -0.9%
- O=C(OCc1ccc(Cl)c(Cl)c1)c1ccccn1
    2.7% | -10.8% | -2.2% | 2.1% | 5.3% | -15.4% | . | 7.6%
- Cc1ccsc1C(=O)OCC(=O)Nc1cccc(S(=O)(=O)N2CCOCC2)c1
    2.7% | -11.8% | -1.3% | 0.1% | ? | -0.6% | 1.3% | ?
- N#Cc1cc2cc3c(cc2nc1SCC(=O)OC1CCCCC1)OCO3
    -1.2% | -16.2% | 2.8% | -5.1% | -4.4% | -13.4% | 5.9% | ?
- CC(C)C(=O)NC(=S)Nc1nnn(C)n1
    -4.5% | 6.3% | 1.2% | -4.9% | -1.1% | -0.9% | 11.5% | ?
- CCN(CC)C(=O)C(=O)Nc1cc(C(F)(F)F)ccc1Cl
    4.7% | -5.4% | 2.1% | 5.0% | 3.7% | -6.6% | . | -3.9%
- COc1cc(C(O)C(=O)O)ccc1O (centres undefined)
    0.1%&-2.7% | -6.8%&0.7% | 0.2%&-1.7% | -4.3%&0.7% | -5.9%&-9.1% | -9.4%&-1.1% | -0.1% | 7.3%&-9.2%
- Cc1cc(C)cc(NC(=O)CSc2nc(=O)n(CCN3CCOCC3)c3c2CCC3)c1
    -5.8% | -3.0% | 0.4% | . | -2.8% | -5.1% | . | .
- COc1cc(C2C(C#N)=C(C)NC3=C2C(=O)CC(C)(C)C3)ccc1O (centres undefined)
    0.7% | -7.6% | 2.9% | -11.9% | -1.7% | -4.9% | 21.7% | ?

Looked up above:
For Tau FP inhib, Cc1cc(C)cc(NC(=O)CSc2nc(=O)n(CCN3CCOCC3)c3c2CCC3)c1 has -2.8%
For TRb-SRC2 inh, Cc1ccsc1C(=O)OCC(=O)Nc1cccc(S(=O)(=O)N2CCOCC2)c1 has 2.7%
For TRb-SRC2 inh, N#Cc1cc2cc3c(cc2nc1SCC(=O)OC1CCCCC1)OCO3 has -1.2%

Screening data as filed in PubChem BioAssay.
